KCNH2 3.1 inh: blocks the human KCNH2 3.1 channel isoform. AID 720553. actives 0.95% (n = 340,000). U2OS KCNH2 3.1, thallium flux FluxOr; active compounds read low. activity change, % (tested at about 1.8 µM);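 active means maximum activity change below -70%; inconclusive means maximum activity change from -70% to -50%; inactive means maximum activity change above -50%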;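 further: thallium influx rate constant from kinetic fluorescence after stimulation buffer; on the % scale 0 is the no-effect control and ±100 the full control effect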
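U2OS cells transduced with KCNH2 3.1 mutant virus (1.77 x 10^8 /mL, 4 h), plated overnight at 37 C, loaded 45 min with FluxOr dye plus Red40 quencher. Thallium flux rate constant from kinetic reads after stimulation buffer, normalised to controls.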
Menin MLL FP TR: inhibitors of human menin-MLL interaction, mutant MLL peptide; O00255; Menin + Texas Red MLL mutant peptide, fluorescence polarization; Potency, µM (series often up to 61.6 µM), inactives show top-dose FP activity change, negative = inhibition, actives largely listed as inhibitors; actives 0.23% (n = 270,000); AID 1768; active means well fitted inhibition curve with a large enough effect in the polarisation, with a control signal flat, not every such curve was filed as active; inconclusive means small, poorly fitted or top-dose-only effect, or effect the other way, or a change in a side signal; inactive means no such curve, though single readings can be large or run the other way; the % refers to the polarisation; further: potency means the concentration at half of the fitted maximal effect; % of control where 0% means no effect; many of its hits are not listed in these tables
Target sequence (O00255 whole entry, looked up): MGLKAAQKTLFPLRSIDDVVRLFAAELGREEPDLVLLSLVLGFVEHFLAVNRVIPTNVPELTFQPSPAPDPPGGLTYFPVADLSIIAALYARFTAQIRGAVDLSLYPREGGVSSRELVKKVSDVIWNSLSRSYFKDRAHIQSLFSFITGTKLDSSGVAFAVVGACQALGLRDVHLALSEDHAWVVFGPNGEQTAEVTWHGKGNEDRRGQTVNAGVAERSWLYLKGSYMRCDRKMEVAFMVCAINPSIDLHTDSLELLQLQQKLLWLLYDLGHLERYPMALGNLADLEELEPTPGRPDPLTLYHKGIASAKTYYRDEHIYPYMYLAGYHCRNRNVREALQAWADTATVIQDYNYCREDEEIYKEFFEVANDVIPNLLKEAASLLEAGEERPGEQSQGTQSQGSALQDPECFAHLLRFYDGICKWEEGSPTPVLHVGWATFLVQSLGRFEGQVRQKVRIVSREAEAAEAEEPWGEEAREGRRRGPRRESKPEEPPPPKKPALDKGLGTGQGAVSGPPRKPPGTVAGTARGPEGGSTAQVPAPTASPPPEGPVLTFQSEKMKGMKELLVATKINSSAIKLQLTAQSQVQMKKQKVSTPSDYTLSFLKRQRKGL
Coupling enz: inhibits coupling enzyme system, counter-screen for aldolase hits; coupling enzyme system counterscreen, AmpLite Red fluorescence; activity change, negative = inhibition, % at 58.2 µM, hits read low; actives 0.67% (n = 290,000); AID 2472; in the data active means activity change below about -30%; further: on the % scale 0 is the no-effect control and ±100 the full control effect
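Fluorescence at 525 nm excitation and 598 nm emission measured inhibition of the coupled detection system without aldolase. Compounds (at 57.5 uM final) were preincubated 10 min at room temperature with coupling enzyme reagent before a 20 min substrate/AmpLite Red step.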
GALK inh: inhibitors of human galactokinase | P51570 | Purified GALK, Kinase-Glo residual ATP luminescence | Potency, µM (top dose mostly 57.5 µM), inactives show at the top dose activity change, negative = inhibition, actives largely listed as inhibitors | actives 0.007% (n = 270,000); further: potency means the concentration at half of the fitted maximal effect; on the % scale 0 is the no-effect control and ±100 the full control effect
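Human GALK (5 nM) with 35 uM ATP and 100 uM galactose in 20 mM HEPES pH 8.0, 5 mM MgCl2, 60 mM NaCl, 1 mM DTT, 0.01% BSA. After 1 h at room temperature, leftover ATP was read by Kinase-Glo Plus luminescence.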
TRPV1 ag: agonists of human vanilloid receptor 1 (TRPV1) | Q8NER1 | TRPV1-expressing cells, Fluo-8 calcium influx, agonist mode | activation, % at 8.33 µM | actives 0.19% (n = 320,000) | AID 540275; in the data active means activation above about 80%; inconclusive means between about 30% and that limit; further: 0% is about no effect
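Cells expressing TRPV1 were dye-loaded with Fluo-8 and read kinetically: 10 s baseline, 3 min after compound (agonist portion), then 2 min after EC20 capsaicin (allosteric enhancer portion). Calcium-bound dye fluorescence at 480/520 nm.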
Giardia kill: kills Giardia lamblia; actives 0.15% (n = 340,000); Giardia lamblia trophozoite viability; AID 540267; activity change, % at 7.66 µM, hits read low; in the data active means activity change below about -80%; inconclusive means between about -30% and that limit;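 further: parasites exposed to compound for two days anaerobically before the ATP read; on the % scale 0 is the no-effect control and ±100 the full control effect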
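Anaerobic 48 hrs incubation at 37 deg C of 100 trophozoites/well with test compounds; ATPLite 1-Step luminescence, 15-30 min RT, reports cellular ATP as viability.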
USP2a inh: blocks human ubiquitin-specific protease USP2a; O75604; USP2 core, Ub-CHOP2 coupled fluorogenic reporter, 485/531; actives 0.01% (n = 330,000); Potency, µM (highest dose often 38.3 µM), for inactives: at the highest dose activity change, negative = inhibition, most hits filed as inhibitors;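 further: potency means the concentration at half of the fitted maximal effect; plate controls were DMSO wells for no effect and full inhibition by NEM control for full effect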
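USP2 core (10nM final) preincubated 30min RT with compound in 20mM Tris-HCl pH 8.0, 2mM CaCl2, 2mM beta-mercaptoethanol, 0.05% CHAPS; 25nM Ub-CHOP2 plus 25nM reporter substrate added, fluorescence (Ex485/Em531) read after 60min.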
KCNH2 WT inh: inhibitors of human wildtype KCNH2 potassium channel | Q12809 | U2OS, BacMam KCNH2, thallium flux FluxOr; active compounds read low | activity change, % at 1.84 µM | actives 0.37% (n = 340,000) | AID 720551;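 active means maximum activity change below -70%; inconclusive means maximum activity change between -70% and -50%; inactive means maximum activity change above -50%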; further: on the % scale 0 is the no-effect control and ±100 the full control effect
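U2OS cells transduced with wild-type KCNH2 virus are loaded with FluxOr dye for 45 min, and thallium flux is measured in kinetic reads before and after stimulation buffer. Rate constants are normalized to DMSO controls.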
PKM2 act: increases activity of human pyruvate kinase M2. P14618. purified PKM2, Kinase-Glo ATP luminescence, activation; response scale: 0% is enzyme alone, no compound. Potency, µM (top dose mostly 57.5 µM), for the others: at the highest dose activation, usual class: activators. actives 0.34% (n = 260,000); further: potency means the concentration at half of the fitted maximal effect; on the % scale 0 is the no-effect control and ±100 the full control effect; nearly all actives have a fitted effect of over 55% in size
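Kinase-Glo luminescence reports ATP generated from ADP (0.1 mM) and PEP (0.5 mM) by purified hPK-M2 after 1 h at room temperature, pH 7.2 imidazole buffer; intermediate enzyme activity allows detecting inhibitors and activators.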
MLL CXXC-DNA inh: inhibitors of human MLL CXXC domain-DNA interaction; Q03164; MLL-CXXC / FITC-HOXA9 DNA fluorescence polarization; Potency, µM (doses to about 115 µM), without a hit: top-dose activity change, negative = inhibition, most hits filed as inhibitors; actives 0.037% (n = 290,000); active means well fitted inhibition curve with a large enough effect in the polarisation, with a control signal flat, not every such curve was filed as active; inconclusive means small, poorly fitted or top-dose-only effect, or effect the other way, or a change in a side signal; inactive means no such curve, though single readings can be large or run the other way; the % refers to the polarisation; further: potency means the concentration at half of the fitted maximal effect
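Steps: dispense CXXC domain solution (7 uM) → pin compounds or unlabeled HOX-A9 DNA control → 5 min ambient → add FLSN-HOX-A9 solution (50 nM) → spin → 30 min ambient → fluorescence polarization. Tris pH 7.5/NaCl/DTT/BSA buffer.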
B2AR arrestin: recruits beta-arrestin to the human beta2-adrenergic receptor | actives 0.02% (n = 330,000) | P07550 | beta-arrestin recruitment to beta2AR, cell-based reporter | AID 492947 | Potency, µM (series often up to 46.1 µM), without a hit: at the highest dose activation, actives largely listed as activators;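 further: potency means the concentration at half of the fitted maximal effect; 0% = DMSO controls and full agonism = EC100 isoproterenol or metaproterenol; nearly all actives have a fitted effect of over 65% in size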
Target sequence (P07550 whole entry, looked up): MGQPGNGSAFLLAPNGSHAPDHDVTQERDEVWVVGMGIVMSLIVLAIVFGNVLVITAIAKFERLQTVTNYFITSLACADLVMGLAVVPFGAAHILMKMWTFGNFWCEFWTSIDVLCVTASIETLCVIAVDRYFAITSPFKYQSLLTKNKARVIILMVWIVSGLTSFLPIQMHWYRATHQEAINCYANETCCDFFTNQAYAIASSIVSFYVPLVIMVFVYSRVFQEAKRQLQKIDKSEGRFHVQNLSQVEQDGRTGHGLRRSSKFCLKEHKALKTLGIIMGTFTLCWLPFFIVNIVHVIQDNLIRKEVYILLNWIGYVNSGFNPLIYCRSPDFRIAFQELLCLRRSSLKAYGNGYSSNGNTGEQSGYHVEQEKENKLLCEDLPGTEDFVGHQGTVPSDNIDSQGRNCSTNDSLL
* marks the source's active call; other numbers are inactive results; u = inconclusive; x = no result given; & = joins results of further samples; [ ] = another dose, or the depositor's remark. Unless noted, the call rests on the fitted dose curve; in most records, active means well fitted curve in the direction sought with a large enough effect; inconclusive means small, poorly fitted or top-dose-only effect, or another doubt; inactive means no such curve, though single readings can be large; an effect the other way counts as inactive or inconclusive. Some of the compounds tested; the hit share may differ from the screen's.

SMILES | KCNH2 3.1 inh | Menin MLL FP TR | Coupling enz | GALK inh | TRPV1 ag | Giardia kill | USP2a inh | KCNH2 WT inh | PKM2 act | MLL CXXC-DNA inh | B2AR arrestin
CC1CCN(c2nc(-c3ccco3)c3c(c2C#N)CC(C)(C)OC3)CC1 | -2 | -7% | 0 | -2% | 1 | 3 | -1% | 9 | 18% | 0% | -0.2%
COCCn1c(C)cc(/C=C2/SC(=O)N(CC(=O)N3CCCC3)C2=O)c1C | 3 | -13% | -2 | -3% | 2 | -19 | 1% | 3 | x | 0% | -0.2%
COc1ccccc1NC(=S)N(CCCN1CCOCC1)Cc1ccccn1 | 17 | -12% | 0 | 1% | -2 | -11 | -4% | 19 | -9% | 5% | -0.2%
N#Cc1cccc(NC(=O)CCn2ccnc2)c1 | 2 | 17% | 1 | -2% | -1 | 4 | 14% | -10 | 4% | -5% | 0.4%
CCOc1ccccc1-n1c(SCC(N)=O)nnc1-c1cccnc1 | 31 | 0% | -1 | -2% | 1 | -5 | -1% | -1 | -6% | -7% | 0.0%
CCOC(=O)N1CCN(C(c2ccc(C(C)C)cc2)c2sc3nc(C)nn3c2O)CC1 (stereo not given) | 21 | 2% | 1 | 1% | 1 | -10 | -4% | 1 | -2% | 4% | -0.8%
O=C(O)c1ccc(NC(=O)C2CCCCC2)cc1 | -7 | -18% | 4 | 1% | 0 | -2 | 0% | 10 | 0% | -2% | -0.3%
S=C(NCc1cccc(Cl)c1)NCc1ccco1 | -5 | 28% | 0 | 2% | u | -11 | 1% | -7 | 1% | 1% | -0.3%
CCOC(=O)N1CCC(n2c(SCC(=O)OCc3ccccc3)nc3ccsc3c2=O)CC1 | -9 | u | 0 | -1% | 4 | -9 | 4% | 12 | -2% | 3% | -1.6%
CC(=O)c1ccc(NC(=O)COC(=O)CCC2CCCC2)cc1 | 3 | x | x | x | x | -7 | 2% | 4 | x | x | -0.4%
O=C1CCCN2N=C(SCC(=O)Nc3nccs3)SC2=N1 | 6 | 4% | -2 | -2% | -2 | -3 | 6% | -3 | u | u | -1.1%
CC(=O)c1sc2nsc(SCCN3CCOCC3)c2c1N | 8 | x | -3 | 2% | 14 | 2 | 9% | -2 | -38% | -16% | -0.5%
COc1cc(S(=O)(=O)NCCCN2CCOCC2)ccc1-n1cnnn1 | 1 | -10% | 0 | 1% | -4 | 4 | -1% | -2 | 1% | 7% | -0.2%
CCCNc1nc(Cl)nc(NCc2cccnc2)n1 | -27 | x | 1 | -2% | 1 | 11 | 3% | 2 | u | 22% | -0.6%
O=C(C1CC(c2ccc(F)cc2)=NO1)N1CCc2ccccc2C1 (stereo not given) | -11 | 8% | 4 | 2% | u | 16 | 3% | -8 | 2% | -9% | -1.1%
Cc1nc2ccc(S(=O)(=O)NCC(=O)NCCN3CCCCC3C)cc2s1 (stereo not given) | 16 | 10% | -3 | -1% | 8 | 3 | 3% | -7 | -3% | -2% | 0.1%
Cc1ccc2c(c1)N(CC(=O)NC1CCCC1)C(=O)c1cccnc1O2 | 1 | 6% | 1 | x | 4 | 33[activator] | 1% | -3 | -1% | x | 0.1%
CSc1ccc(NC(=O)NCCCN2CCC(Cc3ccccc3)CC2)cc1 | -106* | u | 1 | -1% | 0 | 24 | -4% | -48 | x | 4% | -0.4%
COc1ccc(/C(C#N)=C/c2cccnc2)cc1 | x | 15% | 0 | 0% | u | x | 6% | x | -1% | -12% | -0.4%
COc1ccc(NC(=O)N(Cc2cccs2)Cc2cc3cc4c(cc3[nH]c2=O)OCO4)cc1 | x | -1% | -1 | -1% | -2 | x | 3% | x | -4% | -8% | 0.1%
Cc1c(Cl)ccc(S(=O)(=O)NCCCn2ccnc2)c1Cl | -5 | -22% | 3 | 3% | 3 | -3 | -1% | -6 | -8% | 0% | -0.2%
CC(=O)c1ccc(OCC(=O)N2CCN(S(=O)(=O)c3ccc(C)cc3C)CC2)cc1 | -31 | -10% | -1 | 1% | 13 | -11 | 2% | 6 | 12% | -4% | -0.4%
O=C(CSc1ccc(Cl)cc1)N/N=C/c1cccnc1 | 15 | -9% | -17 | 0% | u | -6 | 3% | -2 | 1% | 2% | 0.3%
CC(=O)N1CCN(C(=O)CCc2nnc(CCCCc3ccccc3)o2)CC1 | -16 | -8% | 1 | 1% | 7 | -6 | 0% | -4 | -7% | -4% | 0.3%
O=C(Nc1ccc2ccccc2c1)c1cc(F)c(F)cc1Cl | -11 | -14% | -4 | 6% | 29 | -7 | -1% | 3 | 4%[11.5 µM] | 23% | 0.2%
Cc1cccc(-n2c(C)nc3cc(C(=O)N4CCOCC4)ccc32)c1 | -4 | 7% | 0 | -2% | 2 | 15 | -2% | -6 | x | -1% | 0.4%
CC(Sc1nnc2ccccn12)C(=O)Nc1ccc2c(c1)OCO2 (stereo not given) | 17 | -3% | 0 | 9% | 3 | 2 | 5% | 10 | -1% | -1% | 0.1%
COc1cc(CC(=O)OCC(=O)NCc2ccco2)cc(OC)c1OC | -3 | x | x | x | x | 9 | -14% | 8 | x | x | 0.1%
Cc1ccc(C(=O)NCC(=O)OCC(=O)c2ccc(Br)s2)cc1 | 4 | x | x | x | 28 | 9 | 2% | -6 | x | x | -0.9%
Fc1ccc(/C=N/N2CCOCC2)c(F)c1 | 8 | -8% | -2 | -3% | 14 | 45[activator] | 1% | -7 | 0% | 10% | 0.5%
CCCOc1cccc(C(=O)O)c1 | 9 | 3% | 1 | 0% | -1 | 13 | 2% | -3 | 16% | -3% | -0.2%
COc1ccc(C2C3=C(CC(C)(C)CC3=O)Nc3c2c(=O)[nH]c2nc(C)nn32)cc1 (stereo not given) | 3 | 5% | -2 | 4% | -1 | -9 | 4% | -6 | 4% | -1% | 0.6%
Cn1c(=N)c(S(=O)(=O)c2ccccc2)cc2c(=O)n3ccccc3nc21 | -4 | 6% | 1 | 1% | -1 | 8 | 3% | -1 | 0% | -6% | 0.1%
CCCC(=O)Nc1c2c(nn1-c1ccc(C)cc1)CS(=O)(=O)C2 | -2 | -6% | 1 | -1% | 0 | -5 | 1% | x | x | 36% | 0.1%
CCOC(=O)c1ccccc1NC(=O)COC(=O)CN1C(=O)NC2(CCCC2)C1=O | -4 | 7% | 1 | 2% | 11 | 1 | -1% | 3 | 0% | 5% | -0.2%
O=[N+]([O-])c1cccc(CP(=O)(c2ccccc2)c2ccccc2)c1 | 37 | x | x | x | 2 | -22 | 1% | -2 | x | x | -0.2%
CCOc1ccc(-c2ccc3nnc(SCC(=O)NCC4CCCO4)n3n2)cc1 (stereo not given) | 3 | x | x | x | 1 | -17 | 2% | -1 | x | x | -0.1%
O=C(NC1CC2CCCC(C1)N2C(=S)Nc1ccc(Cl)cc1)C1CC1 (stereo not given) | -8 | -25% | 0 | 0% | 0 | 4 | -1% | 1 | 3% | 6% | 0.0%
Cn1c2c(c(=O)[nH]c1=O)C(c1ccc(O)cc1)C1=C(N2)c2ccccc2C1=O (stereo not given) | -1 | u | -4 | 4% | 4 | 4 | -2% | 5 | -20% | u | 0.2%
Cc1c(C(=O)Nc2ccc3nc(N4CCOCC4)sc3c2)oc2ccccc12 | -34 | x | x | x | 1 | 11 | -5% | 5 | x | x | 0.2%
CN(C)c1ccnc2c[cH-]cc12.[Fe].c1ccc(-[c-]2[c-](-c3ccccc3)[c-](-c3ccccc3)[c-](-c3ccccc3)[c-]2-c2ccccc2)cc1 (stereo not given) | 2 | x | 3&2 | -2%&0% | 14&4 | -13&-5 | 9%&8% | -19 | 1%&2% | 20%&20% | 0.0%&-0.2%
CC(=C\C(=O)O)/C(=C/c1ccccc1)C(=O)O | 10 | 2% | 5 | 4% | -1 | 30 | 0% | 3 | -2% | 0% | -0.3%
CCOC(=O)CN1NC2(CCCC(C)C2)NC1=S (stereo not given) | 12 | -3% | 2 | 0% | -1 | 5 | 4% | 1 | -8% | 1% | -0.4%
COc1cc(NC(=S)Nc2cccnc2)cc(OC)c1OC | 0 | -17% | 0 | -1% | 1 | 0 | 1% | -14 | -12% | -4% | -0.3%
COc1ccc(-c2nnc(SCC(=O)NC(C)C)n2CC2CCCO2)cc1OC (stereo not given) | 18 | -1% | -8 | 4% | -1 | 14 | -6% | 1 | -11% | 15% | 0.3%
Cc1cc(C)n(CC(=O)NNC(=O)CC(C)c2ccccc2)n1 (stereo not given) | -20 | x | x | x | 0 | -28 | 3% | -21 | x | x | -0.4%
CCCc1nc(SCC(=O)N2CCCC2)c2c(=O)n(C)c(=O)n(C)c2n1 | 2 | x | x | -3% | 0 | 29 | -1% | -2 | 0% | 3% | -0.9%

Screens deposited in PubChem BioAssay by National Center for Advancing Translational Sciences (NCATS).
